# Source: PubChem BioAssay
# T cell modulator = T cell immune modulators affecting CD8 T cell-vesicle binding. calls only at 7 µM. 2C CD8+ T cell-vesicle binding, flow cytometry; stronger effect = lower value. AID 2052. hit rate 0.068% among 330,000;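 active means response, share of CD8 T cells binding vesicles, and their 90th percentile fluorescence all below set limits, cut at about 80% in these data, passing the limit was not always enough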
#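 Test system: purified 2C TCR transgenic mouse naive CD8+ T cells. Probe or stimulus: QL9-peptide-loaded Drosophila micro-vesicles bearing Ld, ICAM-1 and B7-1. Incubation: binding step 1.5 h, 37 °C, antibody labelling 20 min, ice. Measured by: flow cytometry of vesicle-bound cells.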
# T cell modulator vesicle-bound % = recorded beside T cell modulator, whose call it bears; double positive events, %; measured here: CD8+ vesicle-bound cell fraction;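 binding gate set so that unloaded-vesicle control wells show 10% double positive cells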
# The depositor's hits bear a star; i = inactive. The list is partial; the hit share may differ from the screen's.
T cell modulator	T cell modulator vesicle-bound %	structure
i	21	CCCCN(C)CCNC(=O)c1cc2c(=O)[nH]c3ccccc3c2n1C
i	40	COc1ccc(Cc2nnc(SC(C)C(=O)Nc3ccc(C(N)=O)cc3)o2)cc1 (stereo unspecified)
i	54	COc1ccc(C)cc1NC(=O)CN1CCN(c2ccccn2)CC1
i	21	CSCc1ccc(C(=O)NC(C)c2ccc(-n3ccnc3)cc2)cc1 (stereo unspecified)
i	34	O=C(Nc1ccc(F)c(F)c1)C1CCCN(S(=O)(=O)c2cnc[nH]2)C1 (stereo unspecified)
i	32	CC(=O)C(C(C)=O)C(c1ccccc1)c1nc2ccccc2[nH]c1=O (stereo unspecified)
i	4	COc1cc(OC)c(C(=O)OCC(=O)NCCC2=CCCCC2)cc1OC
i	54	Cc1nnc(NS(=O)(=O)c2ccc(Br)cc2)s1
i	46	COc1ccc(-c2nn(-c3ccccc3)cc2/C=N/O)cc1OC
i	66	O=C(NCc1ccccn1)c1ccc(Cl)c(S(=O)(=O)N2CCOCC2)c1
i	14	O=C(COc1ccccc1Cl)NCCNC(=O)c1cnccn1
i	23	O=C(Nc1ccccc1)c1ccccc1NC(=O)c1ccccc1[N+](=O)[O-]
i	55	CN(CC(=O)Nc1ccc(Cl)c(C(F)(F)F)c1)CC(=O)NC1CCCCC1
i	46	CC[C@@]12C(=O)N(c3cccc(Br)c3)C(=O)N1[C@H](c1ccc(OC)cc1)[C@@H]1C(=O)N(C(C)(C)C)C(=O)[C@@H]12
i	15	O=C1N[C@H](Cc2ccccc2)COC(=O)[C@H](Cc2ccc(F)cc2)CC/C=C/C[C@H]1CC(=O)N(CCO)Cc1ccccc1
i	8	C#CCOCCOCCOCCNc1nc(N2CCN(C(=O)Cn3cc(CCCCN)nn3)CC2)nc(N2CCN(C(=O)[C@H]([C@@H](C)CC)n3cc(CCCN=C(N)N)nn3)CC2)n1
i	34	COc1ccc(C)cc1S(=O)(=O)NC(C)C(=O)Nc1ccc2c(c1)OCO2 (stereo unspecified)
i	38	CC(C)=NOCC(=O)Nn1c(COc2c(C)cccc2C)nc2ccccc2c1=O
i	15	CN(C)c1cccc(C(=O)NCCCSc2ccccc2)c1
i	32	O=C(NCc1ccccc1)c1ccc(CS(=O)(=O)Cc2ccc(F)cc2)o1
i	9	CC(C)CC1NC(=O)c2ccc(Cl)cc2-n2c1nc1ccc(Cl)cc1c2=O (stereo unspecified)
i	63	CCC(CO)Nc1ncnc2onc(-c3ccc(F)cc3)c12 (stereo unspecified)
i	27	CCc1ccccc1NC(=O)C1CCCN1C(=O)NCc1ccccc1 (stereo unspecified)
i	48	CCc1ccc(NC(=O)C(C)OC(=O)c2ccc(-n3cnnn3)cc2)cc1 (stereo unspecified)
i	33	Cc1ccc(S(=O)(=O)c2nc(S(C)(=O)=O)sc2N2CCCCC2C)cc1 (stereo unspecified)
i	19	Clc1ccc(-n2ncc3c(NCc4cccnc4)ncnc32)cc1Cl
i	13	COc1ccc(N2CC(C(=O)N[C@@H](C)C(=O)N3CCCCC3)CC2=O)cc1 (stereo partly specified)
i	7	Cc1ccc(OCC(=O)Nc2nc(C)c(Cl)cc2Cl)c([N+](=O)[O-])n1
i	44	CCC(=O)c1ccc(OCC(=O)N(CC)CC(=O)Nc2ccccc2OC)cc1
i	51	CSCCC(NC(=O)c1ccc(Cl)cc1Cl)C(=O)NCc1ccncc1 (stereo unspecified)
i	43	CC(/C=N/NC(=O)c1nnn(-c2nonc2N)c1CN1CCCCC1)c1ccccc1 (stereo unspecified)
i	26	Cc1ccc(C)c(NC(=O)CN(C)C(=O)c2cccc(N3C(=O)CCC3=O)c2)c1
i	56	CC(C)N1CCN(Cc2ccc(OC3CCCC3)cc2)CC1CCO (stereo unspecified)
i	14	CCc1noc(C)c1C(=O)N1CCCSC1=Nc1ccccc1C(C)C
i	13	CC(C)NC(=O)N(C)C[C@H]1Oc2c(NC(=O)C3CCCCC3)cccc2C(=O)N([C@H](C)CO)C[C@@H]1C
i	6	CC1CCCC(NC(=O)COC(=O)c2ccc3ncsc3c2)C1C (stereo unspecified)
i	56	OCCC1CN(Cc2cc(F)ccc2F)CCN1CCCc1ccccc1 (stereo unspecified)
i	37	Cc1ccc(NS(=O)(=O)N2CCOCC2)cc1Cl
i	54	O=C(COC(=O)C1=COCCO1)Nc1c(F)cccc1F
i	16	O=C(CC(=O)NCc1ccc(Cl)cc1)NCc1ccccc1
i	46	Cc1cccc(NC(=O)CCc2nc3sc4c(c3c(=O)[nH]2)CCCC4)n1
i	14	CCOC(=O)[C@@H]1[C@H]2COc3ccccc3[C@@H]2N2C(=O)N(c3ccc(C(F)(F)F)cc3)C(=O)[C@@]12C
i	13	CCCCN(Cc1nc2ccccc2c(=O)[nH]1)C(=O)COc1ccc(F)cc1Cl
i	57	CC1CCc2c(c3ccccc3n2C(=O)CCl)C1 (stereo unspecified)
i	25	CCOc1ccc(C(=O)OCC(=O)N2CCCC2)cc1OCC
i	52	Cc1ccc(NS(=O)(=O)c2c(C)nc3sccn3c2=O)cc1
i	39	Cc1ccc(N(CC(=O)NC2CCCC2)C(=O)CCC(=O)Nc2nccs2)cc1C
i	32	COc1cc(CCC(=O)Nc2ccc(S(=O)(=O)N3CCOCC3)cc2)cc(OC)c1OC
i	63	CC(=O)Nc1ccc(C(=O)Nc2cc(C)on2)cc1
i	61	CCN1C(=O)c2ccc(C(=O)Nc3c(C)cc(C)cc3C)cc2C1=O
i	13	COc1ccc(CNC(=O)C2CCCN(S(=O)(=O)N3CCC(C)CC3)C2)c(OC)c1 (stereo unspecified)
i	7	Cc1nc(SCC(=O)N2CCN(c3ccccn3)CC2)c(C#N)c(C)c1C
i	42	Cc1c(Cl)cccc1NC(=O)CS(=O)(=O)c1ccccc1
i	30	Cn1c(=O)c2c(nc(N3CCCC3)n2C)n(C)c1=O
i	25	CC(NC(=O)CN(Cc1ccccc1)S(=O)(=O)c1ccccc1)c1cccnc1 (stereo unspecified)
i	23	COc1ccc(NC(=O)CSc2nc3ccccc3nc2N2CCOCC2)cc1
i	42	O=C(NCCCN1CCN(c2ccc(F)cc2)CC1)NC12CC3CC(CC(C3)C1)C2
i	44	CN(CCc1ccccc1)C(=O)c1cccc(NC(=O)Cc2cccc([N+](=O)[O-])c2)c1
i	53	Cc1cc(NS(=O)(=O)c2ccc(NC(=O)c3ccc([N+](=O)[O-])s3)cc2)nc(C)n1
i	48	Cc1ccc(C)c(NC(=O)CN(C)C(=O)c2cccc(Oc3ccccc3)c2)c1

# Reformatted with values under each structure: entries from further up
# Values run as follows: T cell modulator	T cell modulator vesicle-bound %
> COc1cc(CCC(=O)Nc2ccc(S(=O)(=O)N3CCOCC3)cc2)cc(OC)c1OC
    i	32
> CC(=O)Nc1ccc(C(=O)Nc2cc(C)on2)cc1
    i	63
> CCN1C(=O)c2ccc(C(=O)Nc3c(C)cc(C)cc3C)cc2C1=O
    i	61
> COc1ccc(CNC(=O)C2CCCN(S(=O)(=O)N3CCC(C)CC3)C2)c(OC)c1 (stereo unspecified)
    i	13

# New compounds follow:
T cell modulator	T cell modulator vesicle-bound %	structure
i	12	COc1ccc(C(=O)NC(C)c2cnn(-c3ccccn3)c2C)o1 (stereo unspecified)
i	70	COCC1CCN(Cc2c(C(=O)N3CCN(C4CCCCC4)CC3)nc3ccccn23)C1 (stereo unspecified)
i	31	O=C1C=C(c2ccc3ncccc3c2)C[C@@H](c2ccc(Cl)cc2)C1
i	59	Nc1nc(SCC(=O)NCC2CCCO2)[nH]c(=O)c1NC(=O)c1ccc(F)c(F)c1 (stereo unspecified)
i	20	Cc1ccc(C(=O)N/N=C\c2ccc3c(c2)OCO3)cn1
i	18	COc1ccc(NC(=O)c2cc(S(=O)(=O)N3CCCC3)cn2C)cc1Cl
i	40	CCN(C(=O)CSc1nc2ccccc2c(=O)n1-c1ccccc1F)C1CCS(=O)(=O)C1 (stereo unspecified)
i	16	O=C(COc1ccc2c3c(c(=O)oc2c1)CCC3)NC(Cc1ccc(Cl)cc1)C(=O)O (stereo unspecified)
i	41	CCCCN(C(=O)CCC(=O)Nc1cc(C)on1)C(C(=O)NC(C)(C)C)c1ccccc1Cl (stereo unspecified)
i	55	NC(=O)C1CCCN(CC(=O)Nc2ccccc2C(=O)NC2CC2)C1 (stereo unspecified)
i	58	O=C(COc1coc(CN2CCN(c3ccccc3)CC2)cc1=O)NC1CCCC1
i	11	O=C(CNC(=O)c1sc2ccccc2c1Cl)NCc1ccccc1
i	51	N#C/C(=C\c1ccccc1)C(=O)Nc1ccccn1
i	44	CCCn1c(COc2ccc(C(=O)O)cc2)nc2ccccc21
i	4	CN(c1ccccc1)S(=O)(=O)c1cccc(C(=O)NCc2ccccc2)c1
i	55	O=C(NCCCn1ccnc1)c1ccc(Br)s1
i	9	COCc1ccc(C(=O)N(C)CC2CCCN(CCc3ccccc3F)C2)o1 (stereo unspecified)
i	49	CS(=O)(=O)N(CC(=O)Nc1ccc(Br)cc1F)C1CCCCC1
i	27	CC(NC(=O)c1ccco1)C(=O)N(C)Cc1ccc(C(F)(F)F)cc1 (stereo unspecified)
i	37	Cc1c(NC(=O)COc2cccc(Br)c2)c(=O)n(-c2ccccc2)n1C
i	34	CCc1ccc(CNC(=O)C2CCN(S(=O)(=O)N3CCC(C)CC3)CC2)cc1
i	41	Cc1ccc(NC(=O)CSCC(=O)N=c2sccn2C)cc1
i	61	COc1ccc(Br)cc1C(=O)Nc1ccc(N2CCCC2)cc1
i	19	COc1ccc2cc(C(C)C(=O)Nc3cccc(S(=O)(=O)N(C)C)c3)ccc2c1 (stereo unspecified)
i	31	CCOc1ccc(S(=O)(=O)N(C)CC(=O)NCCN2CCOCC2)cc1
i	6	CCCC[C@@H]1C=C(C(=O)O)[C@H](c2ccc(CC)cc2)N1S(=O)(=O)c1ccc(C)cc1
i	56	O=C(CCNC(=O)C1CCN(S(=O)(=O)c2ccccc2)CC1)NCc1ccc(Cl)cc1
i	13	CCOC(=O)C1CCN(C(=O)Cn2ncc3c([nH]c4ccccc43)c2=O)CC1
i	40	COc1cccc(CNC(=O)CN(C)S(=O)(=O)c2ccc(Br)s2)c1
i	21	COc1ccc(Cl)cc1C(=O)Nc1ccc2nc3n(c(=O)c2c1)CCCC3

# Entries of single compounds, quoted from the list. Order of screens: T cell modulator | T cell modulator vesicle-bound %
# COc1ccc2cc(C(C)C(=O)Nc3cccc(S(=O)(=O)N(C)C)c3)ccc2c1 (stereo unspecified) is entered as i | 19
# CS(=O)(=O)N(CC(=O)Nc1ccc(Br)cc1F)C1CCCCC1 is entered as i | 49

# A second format for part of the listing above:
canonical_smiles,T cell modulator,T cell modulator vesicle-bound %
O=C(CCNC(=O)C1CCN(S(=O)(=O)c2ccccc2)CC1)NCc1ccc(Cl)cc1,i,56
N#C/C(=C\c1ccccc1)C(=O)Nc1ccccn1,i,51
CC(NC(=O)c1ccco1)C(=O)N(C)Cc1ccc(C(F)(F)F)cc1 (stereo unspecified),i,27
COc1ccc(Cl)cc1C(=O)Nc1ccc2nc3n(c(=O)c2c1)CCCC3,i,21
CCOc1ccc(S(=O)(=O)N(C)CC(=O)NCCN2CCOCC2)cc1,i,31
CCc1ccc(CNC(=O)C2CCN(S(=O)(=O)N3CCC(C)CC3)CC2)cc1,i,34

# (continued)
T cell modulator	T cell modulator vesicle-bound %	structure
i	40	Cc1cccc(N(CC(=O)NCC2CCCO2)C(=O)CNS(=O)(=O)c2ccc(Cl)cc2)c1 (stereo unspecified)
i	5	CCN(CC(=O)Nc1ccccc1C(F)(F)F)C(=O)C1CC(=O)N(Cc2ccccc2)C1 (stereo unspecified)
i	44	CCCc1cc(=O)[nH]c2nnc(SCC(=O)NC3CCCC3)n12
i	21	Cc1cccc(NC(=O)CNC(=O)C23CC4CC(CC(Cl)(C4)C2)C3)n1
i	20	COc1ccc(C(=O)Nc2ncccc2C)cc1S(=O)(=O)N1CCOCC1
i	22	CCOC(=O)CN1C(=O)NC2(CCCc3ccccc32)C1=O (stereo unspecified)
i	6	CC(=O)N1CCCc2cc(S(=O)(=O)N3CCCC(C(=O)Nc4cccc(C)c4)C3)ccc21 (stereo unspecified)
i	46	Cc1ccc(N(CC(O)CN2CCCCC2)S(=O)(=O)c2ccc(C)cc2)cc1 (stereo unspecified)
i	40	Cc1ccnc(NCc2c(O)ccc3ccccc23)c1
i	16	C=CCC[C@H](Cc1ccc(F)cc1)C(=O)OC[C@@H](C)NC(=O)[C@H](CC=C)CC(=O)N(CCO)Cc1ccccc1
i	12	COc1ccccc1-c1sc2ccccc2c1-c1ccc2c(c1)OCO2
i	50	COc1ccccc1NS(=O)(=O)c1ccc2[nH]c(=O)[nH]c2c1
i	8	CC(=O)N1c2ccc(S(=O)(=O)N3CCC(C(=O)NC4CCC(C)CC4)CC3)cc2CC1C (stereo unspecified)
i	60	O=Cc1c(NCc2ccccc2F)c2ccccc2[nH]c1=O
i	61	COc1cc(NC(=O)COc2cc(O)c3c(c2)OC(C)(C)CC3=O)cc(OC)c1
i	54	Cc1cccc(C(=O)Nc2cccc(C(=O)N/N=C/c3cccc(C)n3)c2)c1
i	36	O=C1CCCN1C(=O)CSc1nnnn1-c1cccc(F)c1
i	39	CN(C)C(CNS(=O)(=O)c1cc([N+](=O)[O-])ccc1Cl)c1ccco1 (stereo unspecified)
i	59	Cc1ccccc1CN1CCN(CC(=O)NCc2ccccc2)CC1
i	65	O=C(COc1ccc(Br)cc1)NCCNC(=O)c1ccccn1
i	5	CC(=O)Nc1ccc(C(=O)Nc2ccc(S(=O)(=O)N3CCCCC3)cc2)cc1

# Part of the list above in order of molar mass, lowest first:
T cell modulator	T cell modulator vesicle-bound %	structure
i	50	COc1ccccc1NS(=O)(=O)c1ccc2[nH]c(=O)[nH]c2c1
i	65	O=C(COc1ccc(Br)cc1)NCCNC(=O)c1ccccn1
i	61	COc1cc(NC(=O)COc2cc(O)c3c(c2)OC(C)(C)CC3=O)cc(OC)c1
i	39	Cc1ccc(N(CC(=O)NC2CCCC2)C(=O)CCC(=O)Nc2nccs2)cc1C
